Screening results: PubChem BioAssay, Emory University Molecular Libraries Screening Center
14-3-3 PPI: modulators of 14-3-3 gamma protein binding, primary screen, biochemical, fluorescence polarization | 160,000 compounds, 0.19% hits | FP, 14-3-3gamma / TMR-pS259-Raf peptide binding | AID 422, 2006 | 14-3-3 protein gamma (Homo sapiens), P61981 | inhibition, % at 40 µM; in the data active = inhibition above about 30%;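 note: 0% = protein plus tracer without compound and 100% = blank with tracer alone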
Target sequence (P61981 whole entry, looked up): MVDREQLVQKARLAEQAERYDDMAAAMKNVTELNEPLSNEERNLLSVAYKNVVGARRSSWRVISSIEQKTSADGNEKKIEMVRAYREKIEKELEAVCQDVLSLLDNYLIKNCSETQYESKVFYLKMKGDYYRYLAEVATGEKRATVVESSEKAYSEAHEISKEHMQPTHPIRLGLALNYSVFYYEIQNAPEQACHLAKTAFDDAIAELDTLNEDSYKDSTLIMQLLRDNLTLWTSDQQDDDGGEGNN
* marks the source's active call; other numbers are inactive results; & = joins results of further samples. This is a subset, so the mix of outcomes need not match the whole.

SMILES | 14-3-3 PPI
Cc1oc(N=Cc2cccc([N+](=O)[O-])c2)c(C#N)c1C | -24
CS(=O)(=O)N1CCC(C(=O)NCc2ccco2)CC1 | 1&-7
Cc1ccc2nc(C)cc(NCCN(C)C)c2c1 | -17
O=C(CCn1c(=O)c2ccccc2n(Cc2cccc([N+](=O)[O-])c2)c1=O)NCCc1ccccc1 | 4
CCCc1[nH]n(-c2ccc(F)cc2)c(=O)c1C=NCc1ccc(OC)cc1 | -4
O=C(O)c1cc(C23CC4CC(CC(C4)C2)C3)nc2ccc(Br)cc12 | 4
O=C(Oc1ccc2c(=O)c(-c3ccccc3Cl)coc2c1)c1cccc(Br)c1 | -8
COc1ccc(N2CCN(C(=O)CCS(=O)(=O)c3cc(Br)cc4c3N(C(=O)C3CC3)CC4)CC2)cc1 | -13
O=[N+]([O-])c1ccc(C=Nc2ccc3oc(Cc4ccc(Cl)cc4)nc3c2)cc1 | -7
O=C(NC1CCCCC1)C(c1ccc(Cl)cc1)N1CCOCC1 (stereo not given) | -27
CCCCCCOC(=O)C(C#N)c1nc2ccccc2nc1N1CCCCC1 (stereo not given) | 2
COC(=O)C1=C(C)N=C2SC(C)C(=O)N2C1c1ccc(OC(C)=O)cc1 (stereo not given) | -12
O=C(CSc1nc2ccc(NC(=O)c3ccc(Br)cc3)cc2s1)NC1CC1 | -15
COc1ccccc1CNC(=O)CCn1c(=O)c2ccccc2n(Cc2ccc(C)cc2)c1=O | -10
CC(C)Oc1ccc(NC(=O)CSc2nc3ccccc3s2)cc1 | -6
CS(=O)(=O)N(CC(=O)N1CCCCC1)C1CCCCC1 | 2
CCCn1c(=NC(=O)c2ccncc2)c(C(=O)OCC)cc2c(=O)n3cccc(C)c3nc21 | -8
Cc1csc(NC(=O)C(Cc2ccccc2)NS(=O)(=O)c2cccs2)n1 (stereo not given) | -8
O=C(NCc1cccs1)c1cnn2cccnc12 | -9
O=C(c1ccc(CSCc2ccccc2Cl)o1)N1CCN(c2ccccc2F)CC1 | -2
O=C(Nc1nccs1)C1C2/C=C\CCCCC21 (stereo not given) | 5
O=C(NCCc1cccc(F)c1)[C@@H]1CSC2c3ccccc3C(=O)N21 (stereo not given in full) | -9
COc1cccc(N2C(=O)C3C4C=CC(C5CC45)C3C2=O)c1 (stereo not given) | 0
O=C(NCCNc1ccc([N+](=O)[O-])cc1)c1cccc(Br)c1 | -5
Cc1ccc(NC(=O)C2(C)CC3c4ccccc4C2c2ccccc23)cc1C (stereo not given) | -7
Next structures.
SMILES | 14-3-3 PPI
OCC1(CO)COC2(CCCC2)N1 | 4
C=CCn1c(SCC(=O)c2ccccc2)nnc1-c1cc2ccccc2o1 | 0
Cc1nc2ccc(Cc3ccc4nc(C)oc(=O)c4c3)cc2c(=O)o1 | 1
CCOC(=O)c1ccc2nc(C)cc(Nc3ccc(N(C)C)cc3)c2c1 | -1
CC(=O)c1c(C)oc2c1c1c(c3ccccc32)OCN(C2CC(C)(C)NC(C)(C)C2)C1 | -8
CCOC(=O)c1c(N)sc2c1CCC1C(=O)N(C3CCCCC3)C(=O)C21 (stereo not given) | -14
Cc1ccc(N(CCCN2C(=O)c3cccc4cccc(c34)C2=O)C(=O)c2cccc([N+](=O)[O-])c2)cc1 | 5
Cc1cccc(N2CCN(S(=O)(=O)c3ccc4nc(-c5ccccc5)[nH]c4c3)CC2)c1C | -13
COc1ccc(-n2c(=O)c3ccccc3n(CC(=O)Nc3cc(C)[nH]n3)c2=O)cc1 | -5
CCOC(=O)c1nc(Nc2ccc(Oc3ccc4c(c3)C(=O)N(Cc3ccco3)C4=O)cc2)c2ccccc2n1 | -18
CCOC(=O)C(CCOc1cccc(CC)c1)C(=O)OCC | 0
COc1ccc(C2C3=C(CC(C)(C)CC3=O)OC(N)=C2[N+](=O)[O-])cc1OC (stereo not given) | -5
COc1ccc(-n2nc(C(=O)N3CCOCC3)c3ccccc3c2=O)c(OC)c1 | 2
Cc1ccc2cc3cc(C(=O)N4CCN(Cc5ccccc5)CC4)sc3nc2c1 | 0
C=CCN(c1ccccc1)C(C(=O)NC1CCCC1)c1ccccc1 (stereo not given) | -5
CCCn1c(N)c(C(=O)CSc2nnc(Cc3ccccc3)o2)c(=O)n(C)c1=O | 0
CC(C)CC(=O)Nc1nc2ccc(S(C)(=O)=O)cc2s1 | -10
CCc1ccc(N2C(=O)C3C4C=CC(C4)C3C2=O)cc1 (stereo not given) | -3
O=c1[nH]c(CSc2ncc(-c3ccc(F)cc3)n2Cc2ccco2)nc2ccccc12 | -9
COc1cc2[nH]c(=S)nc(Nc3ccccn3)c2cc1OC | -13
CCOc1ccc(N(CC(=O)OC)S(=O)(=O)c2c(C)noc2C)cc1 | -2
CC1(C)Cc2c(sc3c2c(=O)n(-c2ccccc2)c2nnnn32)CO1 | -6
Brc1ccc2c(c1)c1c3n2CCNC3CCC1 (stereo not given) | -9
COc1ccccc1N1CCN(C(=O)c2cc(-c3ccc(Br)cc3)on2)CC1 | 3
NCCc1nnc(SCc2ccccc2)o1 | -10

Retrieved by structure from the entries so far, 4 records:
SMILES | 14-3-3 PPI
CC1(C)Cc2c(sc3c2c(=O)n(-c2ccccc2)c2nnnn32)CO1 | -6
Cc1nc2ccc(Cc3ccc4nc(C)oc(=O)c4c3)cc2c(=O)o1 | 1
CCc1ccc(N2C(=O)C3C4C=CC(C4)C3C2=O)cc1 (stereo not given) | -3
Cc1ccc(N(CCCN2C(=O)c3cccc4cccc(c34)C2=O)C(=O)c2cccc([N+](=O)[O-])c2)cc1 | 5

More records follow:
SMILES | 14-3-3 PPI
CC(=O)NCCOc1c(C)cc(S(N)(=O)=O)cc1C | -3&-2
Cc1ccc(CNc2ccc3c(c2)ncn3C)cc1 | 0&2
C=C(C)Cn1c(NCCO)nc2c1c(=O)[nH]c(=O)n2C | -2
O=C(CSc1cccc2cccnc12)Nc1nnc(-c2ccccc2)s1 | -9
CCOc1ccccc1NC(=O)CCC(=O)Nc1ccc2nc(N3CCN(C)CC3)cc(C)c2c1 | -7
Cc1cc(-n2c(C)cc(C(=O)CSc3nc4ccccc4c(=O)n3Cc3ccco3)c2C)no1 | -7
Cn1cc(C(=O)NCCN2CCCC2)c(=O)c2cc(S(=O)(=O)N3CCCC3)ccc21 | 10
O=C(CSc1nnnn1C1CC2CCC1C2)Nc1ccnc2ccccc12 (stereo not given) | -4
O=C(CCCn1c(=O)[nH]c2ccccc2c1=O)NCC1CCCO1 (stereo not given) | 2
COc1ccc(OC)c(-n2cc3c(c2-c2ccc(C)cc2)c(=O)n(C)c(=O)n3C)c1 | -4
O=C1NC(=S)NC(=O)C1C(c1cccc(OCc2ccc([N+](=O)[O-])cc2)c1)C1C(=O)NC(=S)NC1=O | -2
COc1ccc(Cn2nnnc2C(c2cc3cc(C)cc(C)c3[nH]c2=O)N2CCOCC2)cc1 (stereo not given) | 6
COc1ccc(C(=O)N2CCC(C(=O)Nc3ccc(OC)c(OC)c3)CC2)cc1 | -9
CCN1CCN(C(=O)C2CCC(=O)N(c3ccc(OC)cc3)C2c2ccc(OC)c(OC)c2)CC1 (stereo not given) | -4
O=C(NCCOc1ccccc1)c1n[nH]c(=O)c2ccccc12 | -12
CC(C)Oc1ccc(C2N3CC4(C)CN2CC(C)(C3)C4=O)cc1 (stereo not given) | -2
CCOc1ccc(OCC)c(NC(=O)CCn2c(=S)oc3ccccc32)c1 | -1
c1ccc(-c2nnc(CSc3nnc(-c4ccncc4)n3Cc3ccco3)o2)cc1 | -4
COc1ccc(-c2nn(-c3ccccc3)cc2C2NC(=O)NC(C)=C2C(=O)OC(C)C)cc1OC (stereo not given) | 2
O=C(O)CCc1ccc(-c2cccs2)n1-c1cccc(Br)c1 | -28
O=C(Nc1ccc(S(=O)(=O)Nc2nccs2)cc1)c1sc2cc(Cl)ccc2c1Cl | -13
O=C(CSc1nnc2ccccn12)c1ccccc1 | 0
N#Cc1c(-c2ccccc2)nc(N2CCCCCC2)[nH]c1=O | -10
O=C(CSc1ncnc2sc3c(c12)CCC3)Nc1ccccc1F | -15
CN(Cc1ccccc1)C(=O)c1cccc(NC(=O)c2ccco2)c1 | -3
Additional results
SMILES | 14-3-3 PPI
Cc1c(C)n(C(=O)CSc2nc(O)cc(=O)[nH]2)c2ccccc12 | 5
COc1ccc(CC(=O)Nc2c3c(nn2-c2cc(C)cc(C)c2)CSC3)cc1 | -13
COC(=O)C1=CN(Cc2ccc(OC)cc2)C=C(C(=O)OC)C1c1ccccc1F | -2
COC(=O)c1ccc(S(=O)(=O)c2ccc([N+](=O)[O-])cc2)cc1 | -4
CCOC(=O)C1=C(C)NC2=C(C(=O)CCC2)C1c1cccc([N+](=O)[O-])c1 (stereo not given) | 7
CC1CCN(C(=O)CSc2nc3c(c(=O)n2Cc2ccccc2)SC(C)C3)CC1 (stereo not given) | 1
O=C1C(=O)N(CCO)C(c2ccc(F)cc2)/C1=C(\O)c1ccc(Cl)cc1 (stereo not given) | 5
O=C1OC(Nc2ccc(Cl)cc2)(c2ccc(Cl)cc2)c2ccccc21 (stereo not given) | -3
COC(=O)C1=NNC2C(=O)N(Cc3ccccc3)C(=O)C12 (stereo not given) | -9
O=C(Nc1ccccc1)C1CC=CCC1C(=O)OCC1CCCO1 (stereo not given) | 0
COc1ccc(CC(C)N2CCN(Cc3ccccc3)CC2)c(OC)c1 (stereo not given) | 0
CCn1c(SCc2nnc(-c3ccccc3)o2)nc2c1c(=O)n(C)c(=O)n2C | -2
O=C(c1cc(S(=O)(=O)N2CCCC2)ccc1F)N1CCN(Cc2ccccc2)CC1 | -5
CCN(CC)c1cc(Nc2ccccc2OC)c([N+](=O)[O-])c2nonc12 | -6
COc1cc(NC(=O)Cn2c(=O)n(-c3cccc(C)c3)c(=O)c3c(C)c(C)sc32)cc(OC)c1 | -26
COC(=O)C1=C(C)N=C2SCCC(=O)N2C1c1ccc(OC)cc1 (stereo not given) | -5
CCc1ccc(NC(=O)CSc2nccn2-c2ccc([N+](=O)[O-])cc2)cc1 | 6
Cc1cccc(OCCSc2nc(C)cc(=O)[nH]2)c1 | -2
Cc1ccc(C2=CSC3=NCCN23)c(C)c1 | -2
CCCn1c(NCc2c[nH]c3ccccc23)nc2ccccc21 | -1
COc1ccc(N2CCN(CCNC(=O)Cn3c(=O)oc4cc(Cl)ccc43)CC2)cc1 | -4
Cc1nonc1OCCNCCNc1ccccc1[N+](=O)[O-] | -3
O=c1[nH]c2ccc(S(=O)(=O)NCC3COc4ccccc4O3)cc2s1 (stereo not given) | 1
CCC(OC(=O)c1nsc(Cl)c1Cl)C(=O)NCc1ccco1 (stereo not given) | -4
O=C1CC(c2ccccc2)CC(O)=C1C=NCC1CCCO1 (stereo not given) | -10

Part of the list above, reformatted:
> Cc1ccc(CNc2ccc3c(c2)ncn3C)cc1
- 14-3-3 PPI = 0&2
> C=C(C)Cn1c(NCCO)nc2c1c(=O)[nH]c(=O)n2C
- 14-3-3 PPI = -2
> O=C(CSc1cccc2cccnc12)Nc1nnc(-c2ccccc2)s1
- 14-3-3 PPI = -9
> CCOc1ccccc1NC(=O)CCC(=O)Nc1ccc2nc(N3CCN(C)CC3)cc(C)c2c1
- 14-3-3 PPI = -7

Back to the main list, repeating the 5 entries before the break.
SMILES | 14-3-3 PPI
COc1ccc(N2CCN(CCNC(=O)Cn3c(=O)oc4cc(Cl)ccc43)CC2)cc1 | -4
Cc1nonc1OCCNCCNc1ccccc1[N+](=O)[O-] | -3
O=c1[nH]c2ccc(S(=O)(=O)NCC3COc4ccccc4O3)cc2s1 (stereo not given) | 1
CCC(OC(=O)c1nsc(Cl)c1Cl)C(=O)NCc1ccco1 (stereo not given) | -4
O=C1CC(c2ccccc2)CC(O)=C1C=NCC1CCCO1 (stereo not given) | -10
O=C(O)c1cccc(S(=O)(=O)NCC2CCCO2)c1 (stereo not given) | 4
Cc1ccc(NC(=O)Cn2c(=O)n(-c3ccc(Cl)cc3)c(=O)c3c(C)c(C(=O)N(C)C)sc32)cc1 | -1
O=C1CSC2c3ccccc3CCN12 (stereo not given) | 2
COc1ccc(-c2cc(C(F)(F)F)nc(SCC(N)=O)n2)cc1 | -12
CCSc1ncc(C#N)c(=O)[nH]1 | -5
CC(OC(=O)c1nn(C)c(=O)c2ccccc12)C(=O)NCc1ccc2c(c1)OCO2 (stereo not given) | 2
CCN1CCN(c2ncc(C(=O)Nc3ccccc3C(=O)OC)c3ccccc23)CC1 | -2
CCOP(=O)(OCC)c1nc(-c2ccc(C)cc2)oc1N(C)C | 2
COc1ccc(OC)c(C(=O)c2coc3ccc(O)c(CN(C)C)c23)c1 | -3
COc1ccc(OC)c(S(=O)(=O)Nc2cc(C(=O)N3CCCC3)ccc2N2CC3CC(C2)c2cccc(=O)n2C3)c1 (stereo not given) | 1
CC12NC(=S)NC(c3cc(Br)ccc3O1)C2C(=O)Nc1ccccc1 (stereo not given) | 2
CCSc1nc(SCC)c2c3c([nH]c2n1)CCCC3 | -5
Cc1cc(C)nc(SCc2c(C)c(C)c(Br)c(C)c2C)n1 | 7
O=CNC1CCCc2c1[nH]c1ccc(Br)cc21 (stereo not given) | -14
CCOC(=O)CSc1nc2ccccc2o1 | 2
CCOC(=O)c1c(NCc2c(O)ccc3ccccc23)sc2c1CCCC2 | -10
O=C(O)c1cccc([N+](=O)[O-])c1C(=O)n1nnc2ccccc21 | 4
CC1(O)c2ccccc2C(=O)N1Cc1cccnc1 (stereo not given) | 15
CCC(C)NC(=O)c1cc(-c2ccccc2)nc2ccccc12 (stereo not given) | 2
O=C(Nc1nn[nH]n1)C1CCCCC1 | 4
COCCOC(=O)c1ccc2nc(N)sc2c1 | -5
c1ccc(-c2noc(C34CC5CC(CC(C5)C3)C4)n2)nc1 | 1
COc1ccc(NC(=O)c2sc3[nH]c(=O)c(C(=O)O)cc3c2N)c(OC)c1 | -16
Cc1ccc(C)c(N(CC(N)=O)S(C)(=O)=O)c1 | -14
COc1cccc(-c2nn(C)c3sc(C(=O)Nc4ccc(Br)cc4C)cc23)c1 | -7
